Screening data deposited in PubChem by Broad Institute.
miR122 inh = blocks miR-122 activity in Huh7 sensor cells. Huh7 miR-122 Renilla luciferase sensor, 48 h; neutral wells = 0, positive control = 100. activation (reporter increase), % at 12.5 µM. 340,000 tested, 0.3% active. AID 602342;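 active = mean replicate activation score at least 90 and every replicate individually at or above 90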;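 also: higher luciferase means less miR-122 activity so hits act as miR-122 inhibitors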
* hit, by the source's call. An excerpt; count on the stated rates, not on these rows.

SMILES	miR122 inh
O=S(=O)(c1ccccc1)N1CCSC1c1ccco1 (configuration not stated)	-3.1
O=C(CCN1C(=O)C2C3C=CC(C3)C2C1=O)N1CCN(c2ccccc2Cl)CC1 (configuration not stated)	-4.3
O=C(CSC1=NCCS1)N1CCN(c2ccccc2)CC1	-3.4
O=C1CC(N2CCN(CCc3ccccn3)CC2)C(=O)N1c1ccc(Cl)cc1 (configuration not stated)	3.1
COC(=O)c1cc(C(=O)OC)cc(-n2c(C)cc(C(=O)CC#N)c2C)c1	-6.5
O=C1CC(N(C(=O)c2ccco2)c2cccc(Cl)c2)C(=O)N1c1cccc(Cl)c1 (configuration not stated)	4.8
CCCCOC(=O)Nc1ccc(C(C)C)cc1	10.5
CCC(c1nnc(SCC(=O)N2CC(=O)Nc3ccccc32)n1Cc1ccccc1)N(C)C (configuration not stated)	1.9
NS(=O)(=O)c1ccc(NS(=O)(=O)/C=C/c2ccccc2)cc1	10.9
O=C(C1CCC1)N1CCc2cc(S(=O)(=O)Nc3ccc4c(c3)OCO4)ccc21	70.2
O=C(NCc1ccco1)C1CCCN(S(=O)(=O)c2cccc3nsnc23)C1 (configuration not stated)	2.0
CC(C)C[C@@H](CO)N(Cc1ccccc1)S(=O)(=O)N(Cc1ccccc1)[C@@H](CO)CC(C)C	6.4
O=C(c1cccs1)N1CCN(Cc2ccncc2)CC1	-5.3
O=C(CSCc1cccc(CSCC(=O)Nc2ccccc2)n1)Nc1ccccc1	0.2
N/C(=N\OC(=O)c1ccc(Cl)c(Cl)c1)c1cccnc1	4.0
O=C(Nc1nc(-c2ccccc2)cs1)c1cccs1	1.6
CC(C(=O)O)N1C(=O)/C(=C/C=C/c2ccco2)SC1=S (configuration not stated)	-2.8
CCOC(=O)c1c(NC(C)=O)sc2c(OC(C)=O)cccc12	-0.2
CCOc1cc(S(=O)(=O)N(Cc2ccccc2)Cc2ccccc2)c(OCC)cc1-n1cnnn1	-4.2
O=C(O)C(=Cc1ccccc1Cl)c1ccccc1	-5.1

Look-ups from above.
`O=C(NCc1ccco1)C1CCCN(S(=O)(=O)c2cccc3nsnc23)C1` (configuration not stated) in miR122 inh = 2.0
`O=C(O)C(=Cc1ccccc1Cl)c1ccccc1` in miR122 inh = -5.1
`CCOC(=O)c1c(NC(C)=O)sc2c(OC(C)=O)cccc12` in miR122 inh = -0.2
`CCOc1cc(S(=O)(=O)N(Cc2ccccc2)Cc2ccccc2)c(OCC)cc1-n1cnnn1` in miR122 inh = -4.2

More results.
SMILES	miR122 inh
Cc1c(O)c(=O)ccn1C	4.1
CCCCOC(=O)Nc1ccc(S(=O)(=O)Nn2cnnc2)cc1	5.0
C/C(=N/Oc1nc(C)cc(C)n1)c1ccc(Br)cc1	2.8
CSCC[C@H](NC(=O)OC(C)(C)C)c1nnc(SCC(=O)N(C)C)o1	0.6
c1ccc(C2(c3ccccc3)OCC(Cn3cncn3)O2)cc1 (configuration not stated)	-3.2
COc1ccc(C(=O)O/N=C(\N)c2ccc(OC)c(OC)c2)c(OC)c1	-0.4
Cc1ccc(-c2nn3c(C)nnc3c3ccccc23)cc1S(=O)(=O)N(C)CCO	-2.6
CCOC(=O)c1c(C)sc2c1N(C(C)=O)c1cc(Cl)ccc1S2	-8.7
O=C(CSc1nncs1)Nc1ccc2c(c1)OCCO2	4.6
O=C(Cn1nnc2ccccc2c1=O)NCc1ccco1	-5.6
COc1ccc2c(C)c(Cl)c(=O)oc2c1	-2.7
CN(C)S(=O)(=O)N1CCC(CCCC2CCN(S(=O)(=O)N(C)C)CC2)CC1	0.6
O=C(N/N=C/c1ccc(OC(=O)c2ccccc2Cl)cc1)c1ccccn1	6.1
Cc1ccc(NC(=O)Cc2nn(C)c(=O)c3ccccc23)cc1F	-4.8
CCOC(=O)c1nn(-c2ccccc2F)c(C)c1C(C)=O	0.1
CCCNc1nc(Nc2ccc(C)cc2)nc(N2CCCC2)n1	5.7
c1ccc(Sc2ncnc3c2oc2ccccc23)cc1	-2.4
O=C(O)[C@@H]1CCCN1c1ncnc2sc3c(c12)CCC3	2.8
Cc1ccc(C(=O)N(c2ccccn2)C(C)c2ccco2)cc1 (configuration not stated)	11.4
CNC(=O)c1ccccc1NC(=O)c1cccc(S(=O)(=O)N2CCC(C)CC2)c1	34.2
CCc1ccc(C(=O)Cn2ncc(Cl)c(Cl)c2=O)cc1	7.5
O=C1/C(=C\Nc2ccc(Cl)cc2)CCN1c1ncccn1	7.9
CCOC(=O)N1CCN(c2ccc(C(=O)CC)cc2F)CC1	4.6
CCn1c2ccccc2c2nc3cc(S(=O)(=O)N4CCOCC4)ccc3nc21	-6.9
CCc1ccc(C2C(C#N)=C(N)SC(N)=C2C#N)s1	0.6
COc1cccc(C2=CC(c3cccc(OC)c3OC)n3nnnc3N2)c1 (configuration not stated)	6.9
O=C(Nc1ccc(C(=O)N2CCC(N3CCCC3)CC2)cc1)c1ccc(Br)o1	-1.7
COc1cccc(OCCCOc2ccc([N+](=O)[O-])cc2Cl)c1	-5.0
CSc1cccc(NC(=O)C2CCCN2S(=O)(=O)c2ccc3c(c2)CCC(=O)N3)c1 (configuration not stated)	-3.5
CCCN1Cc2cccc(C(=O)NCc3ccc4c(c3)OCO4)c2C1=O	-3.3
CCC(C)(C)NC(=O)CN(C(=O)CNS(=O)(=O)c1ccc(C)cc1)c1ccc2c(c1)OCCO2	4.2
Nc1c(Cl)cc(Cl)cc1C(=O)OCC(=O)NC1CC1	-4.1
CC(Sc1n[nH]c(=O)[nH]c1=O)C(=O)OCc1ccccc1 (configuration not stated)	-1.8
Fc1ccc2[nH]c3c(NCCN4CCOCC4)ncnc3c2c1	5.3
Cn1cnnc1Sc1cc(N2CCN(S(=O)(=O)c3ccc(Cl)c(Cl)c3)CC2)ccc1[N+](=O)[O-]	-10.8
Cc1ccc(CNc2nc3ccccc3n3nnnc23)cc1	-1.2
CCOC(=O)C1=C(C)NC(C)=C(C(=O)OCC)C1c1cn(-c2ccccc2)nc1-c1ccco1	-2.4
Nc1nnc(SCC(=O)Nc2ccc(F)c(Cl)c2)n1-c1ccccc1	-5.2
Cn1c2c(c(=O)n(C)c1=O)CN(Cc1ccco1)CN2	5.0
CC(C)(C)NC(=O)CN(C(=O)C1CSC(=O)C1)c1ccc2c(c1)OCCO2 (configuration not stated)	-6.7
COc1ccc(-c2cc(C(=O)OC3CCOC3=O)c3ccccc3n2)cc1OC (configuration not stated)	-1.6
CCCN(CCC)CC(O)COc1ccc([N+](=O)[O-])cc1 (configuration not stated)	5.0
CCn1c2ccccc2c2nnc(SCC(N)=O)nc21	-6.3
CS(=O)(=O)N(CC(=O)N1CCN(c2ccccc2)CC1)Cc1ccc(Cl)cc1	-2.0
CC1=C(C(=O)OCC2CCCO2)C(c2ccc(O)cc2)NC(=O)N1 (configuration not stated)	-3.2
CN1CCc2c(sc3nc(SCC(N)=O)n(-c4ccccc4)c(=O)c23)C1	-8.0
N#Cc1c(-c2ccccc2)nc2n(-c3ccccc3)nc(C(=O)Nc3ccccc3)n2c1=O	-2.0
Cc1ccc(S(=O)(=O)NC(=O)COc2ccccc2C)cc1	-4.6
CCOC(=O)c1cnc2sc3c(n2c1=O)CCCC3	5.4
COc1cc(/C=C2\SC(c3ccc(C)cc3)=NC2=O)cc(OC)c1OC	-1.2
CCN1CCN(c2cc(SC(C)C)nc(-c3ccc(OC)cc3)n2)CC1	3.6
O=S(=O)(NC1CC1)c1ccc(S(=O)(=O)N2CCCC(c3nc(-c4cccnc4)no3)C2)cc1 (configuration not stated)	0.8
COCC(=O)N(CCc1ccc(OC)cc1)Cc1nc2ccccc2c(=O)[nH]1	1.0
c1coc(CNc2nc3sc4c(c3c3ncnn23)CCCC4)c1	-1.3
Cc1ccc(S(=O)(=O)N2C(=O)C(c3ccccc3)SC2=Nc2ccccc2)cc1 (configuration not stated)	6.0
CC(C(=O)N1CC2(C)CC1CC(C)(C)C2)N1C(=O)c2ccccc2C1=O (configuration not stated)	0.4
Cc1ccc(NC(=O)C2CCN(S(=O)(=O)c3c(C)n[nH]c3C)CC2)nc1	-3.7
O=C(O)c1cc2ccccc2c(N=Nc2cccnc2)c1O	7.6
O=C(O)C1CCCCC1C(=O)NCc1ccc(F)cc1 (configuration not stated)	-0.5
Cc1cc(C)c2c(c1)C1C=CCC1C(c1ccc(S(=O)(=O)N3CCOCC3)cc1)N2 (configuration not stated)	-5.5

Next section (6 carried over from the part before).
SMILES	miR122 inh
Cc1ccc(S(=O)(=O)N2C(=O)C(c3ccccc3)SC2=Nc2ccccc2)cc1 (configuration not stated)	6.0
CC(C(=O)N1CC2(C)CC1CC(C)(C)C2)N1C(=O)c2ccccc2C1=O (configuration not stated)	0.4
Cc1ccc(NC(=O)C2CCN(S(=O)(=O)c3c(C)n[nH]c3C)CC2)nc1	-3.7
O=C(O)c1cc2ccccc2c(N=Nc2cccnc2)c1O	7.6
O=C(O)C1CCCCC1C(=O)NCc1ccc(F)cc1 (configuration not stated)	-0.5
Cc1cc(C)c2c(c1)C1C=CCC1C(c1ccc(S(=O)(=O)N3CCOCC3)cc1)N2 (configuration not stated)	-5.5
CCC(C)NS(=O)(=O)c1ccc(OCC(=O)Nc2ccc3c(c2)OCCO3)cc1 (configuration not stated)	5.2
COc1ccc(N2CCN(C(=O)CSc3nnc4c5cc(C)ccc5n(C)c4n3)CC2)cc1	2.2
O=C(NC1CCCCC1)N(Cc1nc2ccccc2c(=O)[nH]1)C1CCCCC1	11.5
COc1ccc(N2CCN(C(CNC(=O)c3ccco3)c3cccnc3)CC2)cc1 (configuration not stated)	-3.2
Cn1c(=O)[nH]c(=O)c2c1nc(Br)n2CC(O)c1ccccc1 (configuration not stated)	-2.4
O=C(Nc1cc(Cl)ccc1O)c1cc2n(n1)C(C(F)(F)F)CC(c1ccc3c(c1)OCO3)N2 (configuration not stated)	-3.8
COc1ccc(-c2cc(C(=O)n3cnc4ccccc43)c3ccccc3n2)cc1	2.1
OC(CNC1Cc2ccccc2C1)c1ccccc1 (configuration not stated)	0.8
COc1ccc(C(=O)Nc2cccc(C(C)=O)c2)cc1S(=O)(=O)N1CCOCC1	-0.6
OCCCc1nc2n(n1)C(c1ccccc1Cl)C=C(c1cccs1)N2 (configuration not stated)	-2.5
CCN(CC)C(=O)CSc1nc2sc(C)c(C)c2c(=O)[nH]1	9.9
CN(C)CCCn1c(N)c(C#N)c2nc(C#N)c(C#N)nc21	-5.7
ON1C2CCCCC2N(O)C1c1ccccc1C(F)(F)F (configuration not stated)	1.1
COc1ccc(S(=O)(=O)NCCC(=O)NC2CCCCCCC2)cc1	-2.9
FC(F)(F)c1cccc(NC(=S)N2CCN(c3cccc(C(F)(F)F)c3)CC2)c1	-6.0
C/C(N)=C(/C#N)C(=O)CSc1nc2cc(Cl)ccc2s1	-1.1
Cc1cccc(Nc2nc3c(c(=O)n(C)c(=O)n3C)n2Cc2ccccc2)c1	1.5
CC1CCCN(C(=O)C2CCCN(S(=O)(=O)c3cccc4nsnc34)C2)C1 (configuration not stated)	2.6
CC(C(=O)Nc1ccc(C(=O)O)c(O)c1)N1C(=O)/C(=C\c2ccco2)SC1=S (configuration not stated)	-3.0
Nc1ccc(N2CCCCC2)cc1N1CCCCC1	-19.5
Cc1ccc2c(CC(=O)NCc3ccc4c(c3)OCO4)coc2c1	-1.1
CC(=O)n1c2ccccc2c2c1c1ccccc1n2C	-4.0
CCN1c2ccccc2NC2N=C(OC)C(c3ccccc3)C21 (configuration not stated)	-13.5
O=C(Nc1ccc(-c2cn3ccsc3n2)cc1)C1COc2ccccc2O1 (configuration not stated)	9.7
Cc1cc2oc(=O)cc(CSc3nc(N)cc(N)n3)c2cc1C	7.8
Cc1ccc(C(=O)N/N=C/c2cc(C)n(-c3ccc(Br)cc3)c2C)cc1[N+](=O)[O-]	-10.0
CCOc1cc(-c2c(C#N)c(N)nc3c2CCCC3)ccc1O	6.4
CCc1cc(=O)oc2c(C)c(OS(C)(=O)=O)ccc12	-6.2
O=C(O)C1CCN(C(=O)NC2CCCCC2)CC1	14.7
COc1nc(NS(=O)(=O)c2ccc(C)cc2)nc(C)c1Cl	20.3
Cc1ccc(C(=O)Nc2ccc3c(c2)OCO3)o1	-0.1
Cc1ccccc1Nc1nc(N)nc(CN2CCN(c3ccccn3)CC2)n1	1.2
CCOC(=O)C1CCCN(C(=O)CSc2ccc(Br)cc2)C1 (configuration not stated)	1.3
Cc1cc(Cl)c(S(=O)(=O)NCCC(=O)O)cc1OCC(N)=O	2.9
Cc1ccc(C)c(C(=O)COc2ccc(C)nc2[N+](=O)[O-])c1	0.2
Cc1nc2nc[nH]n2c(=O)c1NC(=O)c1cccc(OCC(C)C)c1	1.2
Cc1nn(CC(=O)N2CCOCC2)c(C)c1[N+](=O)[O-]	-1.6
COc1ccccc1NC(=O)/C(C#N)=C/c1ccc(OCCN2CCOCC2)c(OC)c1	-2.9
O=C(Nc1ccc(-c2noc(CCc3ccccc3)n2)cc1)c1cccnc1	-14.7
O=C(/C=C/c1ccccc1)CC(O)(c1ccccc1)C(F)(F)F (configuration not stated)	-1.3

As a short view, part of the list above.
SMILES	miR122 inh
O=C(Nc1ccc(-c2cn3ccsc3n2)cc1)C1COc2ccccc2O1 (configuration not stated)	9.7
Cc1cc2oc(=O)cc(CSc3nc(N)cc(N)n3)c2cc1C	7.8
Cc1ccc(C(=O)N/N=C/c2cc(C)n(-c3ccc(Br)cc3)c2C)cc1[N+](=O)[O-]	-10.0
CCOc1cc(-c2c(C#N)c(N)nc3c2CCCC3)ccc1O	6.4

Further structures follow:
SMILES	miR122 inh
O=S(=O)(Nc1ncnc2sc3c(c12)CCC3)c1ccc2ccccc2c1	78.8
O=C(Nc1ccc(-c2nc3ccccc3o2)cc1)C1CCCO1 (configuration not stated)	-18.2
CC(=O)Oc1ccc(C#C/C=C2\c3ccccc3C(=O)N2c2ccccc2)cc1	2.4
Cc1cc2ccccn2c1C(=O)c1ccc(Cl)cc1	-5.3
Cc1ccccc1Cn1c2ccccc2c2cn[nH]c(=O)c21	2.5
C=CCNC(=S)NNC(=O)C(CCCC)CC(C)(C)O (configuration not stated)	-1.8
Cc1cc(C(=O)OCc2nnc(-c3ccccc3)o2)c(C)n1-c1ccccc1	-6.8
CCNc1cc2oc(=O)c(CN3CCOCC3)c(C)c2cc1C	3.3
COc1ccccc1C(=O)Nc1ccc(N2CCN(Cc3ccccc3)CC2)cc1	-1.3
COc1cc(C(=O)NC(=S)Nc2ccc3oc(=O)ccc3c2)cc(OC)c1OC	1.8
